Bioassay records: PubChem BioAssay, Broad Institute
PglD DTNB: inhibitors of Campylobacter jejuni PglD acetyltransferase; hit rate 0.098% among 360,000; purified PglD enzyme, DTNB colorimetric CoA detection; AID 602405; inhibition, % at 12.5 µM; in the data active = inhibition above about 16%, passing the limit was not always enough; inconclusive = no clear call, values can overlap the other calls; note: strong numbers were not always called active
FN deposition inh: fibronectin deposition inhibition; AH1F fibroblasts, Alexa488-fibronectin deposition fluorescence, overnight; inhibition, % at 12.6 µM; hit rate 0.086% among 350,000; AID 743247;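 active = mean inhibition across replicates of 30% or more, regardless of how many single replicates reach that level; inconclusive = mean under 30% yet at least half of replicates reach 30%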;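 note: positive control wells lacked labelled fibronectin entirely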
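material = AH1F fibroblast monolayer depositing Alexa488-labelled fibronectin into matrix | amount = 10000 AH1F cells/well | buffer or medium = DMEM plus 2% serum, read in PBS | incubation = 1 h cell adhesion before compound, then overnight fibronectin incubation | detection = fluorescence at 485 nm excitation, 525 nm emission | evaluation = percent inhibition as loss of matrix-bound fibronectin fluorescence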
Cneo AK release: Cryptococcus neoformans lysis via adenylate kinase release; hit rate 0.2% among 360,000; lysis activity, % at 15 µM; C. neoformans lysis, adenylate kinase release luminescence, 4 h; normalised: neutral wells 0, clomiphene wells 100; AID 651654;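 active = mean lysis activity across replicates of at least 80%, whatever share of replicates individually reach that level; inactive = mean lysis activity below 80%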
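Test system: log-phase Cryptococcus neoformans yeast cells; Quantity: yeast cell density of 5 × 10^6 cells/mL; Buffer or medium: YPD; Doses: single compound concentration per well; Timing: 4 h at 37 °C static, read 1 h later; Measured by: AK luminescence; Read-out basis: lysis from increased AK signal; Control set: Clomiphene as positive control.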
miR122 inh: inhibitors of miR-122 in Huh7 cells. hit rate 0.3% among 340,000. Huh7 miR-122 Renilla luciferase sensor, 48 h; neutral wells = 0, positive control = 100. activation (reporter increase), % at 12.5 µM;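 active = mean replicate activation score at least 90 and every replicate individually at or above 90; inconclusive = only one of the two criteria met; inactive = neither criterion met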;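 note: higher luciferase means less miR-122 activity so hits act as miR-122 inhibitors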
INS-1E GSIS act: GLuc luminescence reporter in INS-1E cells, primary screen for activators of glucose-dependent secretion of insulin; INS-1E GLuc reporter insulin secretion, 2-3 h; hit rate 0.61% among 370,000; activation, % at 16.6 µM;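 active = lowest replicate activation of at least 40%, so every replicate reaches that level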;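 note: 0% = median of neutral control wells and 100% = median of IBMX positive control wells; some compounds called inactive have numbers as strong as hits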
F508del corr: correctors of CFTR F508del function in bronchial epithelial cells. CFBE cells, YFP halide quenching; stimulated with forskolin plus potentiator P3; % fluorescence drop versus neutral controls. activity (quench increase), % at 7.58 µM. hit rate 0.36% among 350,000;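 active = mean added fluorescence quench of at least 8% versus neutral control, with both replicates also reaching 8%; inconclusive = only one of the mean or replicate conditions met; inactive = mean below 8% and not both replicates reaching 8%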;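 note: cells transiently co-express mutant CFTR-F508del with the halide-sensitive YFP; corrector assay measuring rescue of mutant channel to the surface after 24 h compound exposure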
PGC1a acetyl inh: lowers PGC1a acetylation signal in U2OS cells; AlphaScreen anti-acetyl-lysine; with virally co-expressed GCN5 acetyltransferase; inhibition, % at 15.6 µM; hit rate 0.17% among 350,000;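 active = every replicate shows inhibition of at least 40%; inconclusive = mean inhibition at least 40% but some replicate below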;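 note: 0% = neutral control wells and 100% = positive control wells; some results beyond the cut were filed as inactive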
Statin myotox sup: suppressors of simvastatin-induced myotoxicity in C2C12 myotubes. hit rate 0.78% among 330,000. rescue of ATP level, % at 7.49 µM. ATP luminescence, 48 h; scaled: DMSO 0, geranylgeraniol control 100;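 active = mean ATP rescue above about 67%, or every replicate alone reaching that limit, limit read from the data, passing the limit was not always enough; inconclusive = no clear call, values can overlap the other calls; inactive = mean under the limit and some replicate under it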;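 note: myotubes were challenged with 10 µM simvastatin during compound exposure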
Numbers without * were called inactive; ? = inconclusive; / = no result given; [ ] = remark or other dose.

smiles	PglD DTNB	FN deposition inh	Cneo AK release	miR122 inh	INS-1E GSIS act	F508del corr	PGC1a acetyl inh	Statin myotox sup
Cc1nc(-c2ccc(S(=O)(=O)N3CCOCC3)cc2)cs1	-3.1	6.8	-0.8	2.4	-2.9	-4.7	-9.0	5.7
C=CCNC(=O)CSc1nc2ccccc2c(=O)n1CCc1ccc(OC)c(OC)c1	-0.2	2.1	-2.5	-0.5	/	/	-7.9	-0.9
CCOC(=O)C(=O)NCC(c1cccs1)S(=O)(=O)c1ccc(Cl)cc1 (stereo not drawn)	2.8	0.8	2.0	-1.7	1.5	-0.6	-14.5	-7.3
COc1cc(CNn2cnnc2)ccc1OCC(=O)NC(C)(C)C	8.0	/	0.8	/	-2.0	/	/	9.3
CC(C)(C)C(=O)Cn1ncc(N2CCCC2)c(Br)c1=O	1.8	/	-0.3	0.2	/	/	3.8	9.1
CC(C)CCC1=NN(C(=O)c2ccco2)C(O)(C(F)(F)F)C1 (stereo not drawn)	/	6.9	/	3.5	12.0	0.9	?	/
COc1ccc(-c2noc(-c3ccccc3-c3ccccc3)n2)cc1OC	-0.8	/	-1.4	-1.1	/	/	1.3	/
O=C(C[C@H]1CC[C@@H](NC(=O)CN2CCOCC2)[C@@H](CO)O1)NC1CCCCC1	1.4	8.8	-1.9	/	8.2	-0.2	-8.5	-0.8
O=C(C1CCCN(S(=O)(=O)c2ccccc2)C1)N1CCCc2ccccc21 (stereo not drawn)	-3.4	/	-1.3	-1.6	/	/	19.8	/
Cc1cc(NC(=O)Cn2nc(C(F)(F)F)c3c2CCC3)n(-c2ccccc2)n1	0.1	0.2	1.2	8.8	/	/	0.9	-4.3
Cc1ccc(CCNC(=O)CCNS(=O)(=O)c2ccc3c(c2)oc(=O)n3C)cc1	-0.7	-0.3	-2.0	0.4	-19.0	/	3.5	-144.9
O=S(=O)(NCC1CCCO1)c1ccccc1F (stereo not drawn)	-1.6	0.5	10.1	/	28.3	-0.9	/	-7.3
C=CCNC(=S)NNC(=O)c1ccc(OC(C)C)cc1	0.2	/	-0.8	7.3	/	/	16.2	-3.7
NC(=O)c1c(NC(=O)c2cc3ccccc3o2)sc2c1CCC2	-0.4	/	-16.7	13.8	/	/	/	-30.2
O=C(O)CC(NC(=O)C1CCCCC1)c1cc([N+](=O)[O-])ccc1Cl (stereo not drawn)	-4.6	2.2	-0.5	-4.6	10.3	-0.4	-10.0	17.4
CC(=O)c1ccc(N(C(=O)c2csnn2)C(C(=O)NC(C)(C)C)c2cccs2)cc1 (stereo not drawn)	7.1	-5.6	-0.5	-3.3	11.2	0.1	-6.5	5.4
CS(=O)(=O)N(CCc1ccccc1)CC(=O)Nc1ccc(OCc2ccccc2)cc1	-6.3	/	7.4	3.6	/	/	-5.5	/
CC(=O)Nc1ccc2c(c1)C(=O)N(C)[C@@H]1CC[C@@H](CC(=O)NC3CCCCC3)O[C@@H]1CO2	3.6	-22.0	-0.5	-6.7[16.7 µM]	2.4	-0.9	-0.4	8.5
CCOC(=O)CSc1cc(CS(C)(=O)=O)nc(-c2ccccn2)n1	4.4	/	-0.9	-2.5	0.9	1.1	13.5	-5.0
CN(O)/C=C1\C(=O)Nc2ccccc21	5.7	/	0.1	/	15.4	/	/	2.2
CCCCn1c(N)c(N(CCC(C)C)C(=O)c2cccc(N3C(=O)c4ccccc4C3=O)c2)c(=O)[nH]c1=O	2.1	-3.2	-0.2	/	1.0	-1.0	-2.6	-4.4
Cc1cc(Cl)ccc1OCc1n[nH]c(=S)n1C1CCCCC1	4.9	-3.3	14.7	0.0	5.8	/	-9.2	19.0
Cc1cc(C)n(CC(O)COc2ccc(Cl)cc2Cl)n1 (stereo not drawn)	-0.6	-1.6	4.3	-1.2	-5.4	1.2	0.0	1.2
COC(=O)C[C@H]1C[C@H]2c3cc(NS(=O)(=O)c4ccccc4)ccc3O[C@H]2[C@@H](CO)O1	9.4	-5.5	-7.4	3.8[16.7 µM]	-2.1	0.2	1.5	5.0

Rewritten with values under each structure: part of the list above
Each structure is followed by: PglD DTNB, FN deposition inh, Cneo AK release, miR122 inh, INS-1E GSIS act, F508del corr, PGC1a acetyl inh, Statin myotox sup
> C=CCNC(=S)NNC(=O)c1ccc(OC(C)C)cc1
  0.2, /, -0.8, 7.3, /, /, 16.2, -3.7
> NC(=O)c1c(NC(=O)c2cc3ccccc3o2)sc2c1CCC2
  -0.4, /, -16.7, 13.8, /, /, /, -30.2
> O=C(O)CC(NC(=O)C1CCCCC1)c1cc([N+](=O)[O-])ccc1Cl (stereo not drawn)
  -4.6, 2.2, -0.5, -4.6, 10.3, -0.4, -10.0, 17.4
> CC(=O)c1ccc(N(C(=O)c2csnn2)C(C(=O)NC(C)(C)C)c2cccs2)cc1 (stereo not drawn)
  7.1, -5.6, -0.5, -3.3, 11.2, 0.1, -6.5, 5.4
> CS(=O)(=O)N(CCc1ccccc1)CC(=O)Nc1ccc(OCc2ccccc2)cc1
  -6.3, /, 7.4, 3.6, /, /, -5.5, /
> CC(=O)Nc1ccc2c(c1)C(=O)N(C)[C@@H]1CC[C@@H](CC(=O)NC3CCCCC3)O[C@@H]1CO2
  3.6, -22.0, -0.5, -6.7[16.7 µM], 2.4, -0.9, -0.4, 8.5
> CCOC(=O)CSc1cc(CS(C)(=O)=O)nc(-c2ccccn2)n1
  4.4, /, -0.9, -2.5, 0.9, 1.1, 13.5, -5.0
> CN(O)/C=C1\C(=O)Nc2ccccc21
  5.7, /, 0.1, /, 15.4, /, /, 2.2
> CCCCn1c(N)c(N(CCC(C)C)C(=O)c2cccc(N3C(=O)c4ccccc4C3=O)c2)c(=O)[nH]c1=O
  2.1, -3.2, -0.2, /, 1.0, -1.0, -2.6, -4.4

Later entries:
smiles	PglD DTNB	FN deposition inh	Cneo AK release	miR122 inh	INS-1E GSIS act	F508del corr	PGC1a acetyl inh	Statin myotox sup
COc1ccc(C2NC(=O)CS2)cc1OC (stereo not drawn)	3.2	/	-0.4	-6.7	/	/	-8.7	-1.2
O=C(Nc1cccc(Br)c1)c1ccc2nc(N3C(=O)CCC3=O)sc2c1	7.3	-6.8	-1.3	10.5	/	/	10.2	13.7
C=CCNC(=O)c1ccc(-c2nc(-c3ccc(Cl)c(Cl)c3)cs2)cc1	-0.6	-4.9	1.0	-1.4	/	/	/	/
CCCC1(c2ccccc2)NC(=O)N(CC(=O)Nc2cc(C)ccc2OC)C1=O (stereo not drawn)	-0.5	-1.3	-0.6	-3.0	-19.1	-2.5	/	19.1
CCN(CC)c1ccc2c(c1)OC(N)=C(C#N)C2c1cccnc1 (stereo not drawn)	1.6	-3.1	0.7	83.1	-4.5	/	-22.7	/
O=C(c1cc(Cl)cc(Cl)c1)N1CCC2CC1c1cc(-c3ccc4c(c3)OCO4)ccc12 (stereo not drawn)	1.2	3.7	9.5	5.4	5.2	3.5	1.0	3.4
Cc1cccc(C(O)c2ncc(-c3cccc(C(F)(F)F)c3)[nH]2)c1C (stereo not drawn)	-100.3	-2.6	-1.1	26.9	-47.9	1.7	/	4.5
COC(=O)c1ccccc1NC(=O)c1cnn2c(C(F)F)cc(C3CC3)nc12	2.5	/	-0.3	4.8	-4.9	/	0.3	/
CCOc1ncccc1C(=O)OCC(=O)N1CCC(C)CC1	-5.8	3.3	0.3	/	2.9	-0.9	/	0.9
O=C(Nc1ccc(O)cc1)/C(=C\C=C\c1ccccc1)NC(=O)c1ccccc1	-3.4	-6.1	-4.3	-1.6	/	0.0	1.1	-16.0
COc1cccc(-c2ccc3n(c2=O)C[C@@H]2[C@@H](CO)[C@H](C(=O)NC4CCCC4)[C@H]3N2C)c1	2.9	3.6	-1.5	-4.1[16.7 µM]	10.5	-1.4	4.2	-12.3
COc1ccccc1N1C(=O)N(CC(=O)C(C)(C)C)c2ccccc2S1(=O)=O	-7.1	/	-0.6	2.5	3.4	2.6	-10.0	5.9
Clc1cc(NCc2ccccc2)ncn1	-5.7	-31.7	2.5	-2.8	6.3	-1.3	/	-8.0
CN(CC(=O)Nc1c(Cl)cccc1Cl)C(=O)c1cccc(S(=O)(=O)NCc2ccccc2)c1	4.3	3.3	0.9	9.4	-14.3	-0.9	/	17.6
C[C@H](CO)N1C[C@H](C)[C@H](CN(C)Cc2ccc(C(F)(F)F)cc2)OCc2ccccc2-c2c(n(C)c3ccccc23)C1=O	/	0.5	/	/	-26.0	-3.3	2.1	/
CN1C(=O)c2cc(NC(=O)C3CCOCC3)ccc2OC[C@@H]2O[C@H](CC(=O)NCc3ccccc3F)CC[C@H]21	0.2	5.7	-3.1	2.6[16.7 µM]	-1.1	1.2	-2.9	-9.0
Cc1cc(S(=O)(=O)N2CCOCC2)c(C)s1	-0.3	-1.7	-0.2	2.0	32.4	0.4	-4.5	1.2
Cc1cc(C(=O)OCC(=O)NC(C)(C)C)c2ccccc2n1	-2.6	/	0.1	4.7	-3.1	-0.9	9.1	-9.0
O=C(NCc1ccc2c(c1)OCO2)C1CCC(CNc2c(N3CCCC3)c(=O)c2=O)CC1 (stereo not drawn)	0.0	-4.3	-2.4	3.5	4.1	0.5	8.7	2.1
Cc1ccc(S(=O)(=O)Nc2ccc3c(c2)C(=O)N([C@@H](C)CO)C[C@H](C)[C@H](CN(C)S(C)(=O)=O)OCCCC[C@@H](C)O3)cc1	-0.8	-5.6	-0.9	10.0[16.7 µM]	4.3	-2.1	-4.3	/
COc1ccc(Cl)cc1C(=O)OCC(=O)c1c(N)n(C)c(=O)n(C)c1=O	2.1	5.3	10.2	-0.3	16.1	1.6	0.2	3.2
Cc1ccc(S(=O)(=O)CCc2nnc(NC(=O)c3ccccn3)s2)cc1	-0.9	/	-7.8	3.9	/	/	7.8	/
CCOC(=O)c1cn(Cc2ccc(Cl)cc2Cl)c2cc(C)nn2c1=O	3.7	-7.9	-0.7	3.0	7.6	-33.5	/	-9.4
Cc1ccc(OCCOC(=O)c2cccc(S(=O)(=O)N3CC(C)OC(C)C3)c2)cc1 (stereo not drawn)	0.3	5.4	0.3	-5.3	-25.3	0.8	-3.3	2.6
CC(C)c1ccc(C2c3[nH]c4ccccc4c3C[C@H]3C(=O)N(c4ccccc4C(=O)N4CCC(C(=O)O)CC4)C(=O)N23)cc1 (stereo partly drawn)	8.3	/	2.3	0.1	-35.3	-0.7	-1.0	8.7
CCC(=O)N1CCCCN2[C@@H](CO)[C@H](c3ccc(-c4cccnc4)cc3)[C@@H]2C1	-0.3	/	0.9	8.4[16.7 µM]	-3.8	3.0	8.8	5.3
COc1cccc(OC)c1C(=O)NC(=S)NCc1ccccc1	/	8.8	/	-2.0	5.5	-1.6	36.9	/
COc1ccc(C(C(=O)NC2CCCCC2)N(Cc2ccco2)C(=O)CNC(=O)c2ccco2)cc1 (stereo not drawn)	-1.2	/	-7.2	-1.4	/	/	-0.9	15.1
